# AmpC inh detg: AmpC beta-lactamase inhibition with detergent present; AmpC hydrolysis of nitrocefin, absorbance 480 nm, 0.01% Triton; Potency, µM (highest dose often 114 µM), for the others: at the top dose activity change, negative = inhibition, usual class: inhibitors; 370,000 tested, 0.041% active; AID 485294;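 further: potency means the concentration at half of the fitted maximal effect; 0% = no-compound wells and -100% = no-enzyme wells; nearly all actives have a fitted effect of over 25% in size; some results filed as inactive show a strong effect at the top dose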
# Target sequence (P00811 whole entry, looked up): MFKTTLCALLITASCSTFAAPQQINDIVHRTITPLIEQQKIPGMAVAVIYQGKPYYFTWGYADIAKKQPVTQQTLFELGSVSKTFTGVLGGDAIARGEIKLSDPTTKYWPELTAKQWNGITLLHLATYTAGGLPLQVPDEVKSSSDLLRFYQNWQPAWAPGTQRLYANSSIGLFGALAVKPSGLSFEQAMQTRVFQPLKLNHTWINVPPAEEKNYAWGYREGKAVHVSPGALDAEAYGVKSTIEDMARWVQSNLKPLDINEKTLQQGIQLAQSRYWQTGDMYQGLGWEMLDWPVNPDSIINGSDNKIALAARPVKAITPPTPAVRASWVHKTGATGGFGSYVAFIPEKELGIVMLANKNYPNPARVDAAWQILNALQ
#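 20 mM phosphate pH 7.0 + 0.01% (detergent screen) or 0.0001% Triton X-100; 5.3 nM AmpC reagent; cpd preinc 15 min RT; nitrocefin (800 uM stock) to start; A480 q20 s × 4 min; Activity was normalised to no-enzyme and no-compound control wells.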
# HCV inhibitor: HCV inhibition; Huh7.5.1 HCVcc-Cre infection, luciferase reporter, 44 h; Potency, µM (series often up to 41.8 µM), for inactives: top-dose activity change, negative = inhibition, hits mostly inhibitors; 340,000 tested, 3.4% active; AID 651820; further: potency means the concentration at half of the fitted maximal effect
#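 Seed cells (1,000/well) for 4 h; treat with compound and infect with HCVcc-Cre, moi about 0.5. Incubate 44 h, then detect luciferase activity.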
# FBPA Giardia inh: inhibitors of Giardia lamblia fructose-1,6-bisphosphate aldolase | 290,000 tested, 0.71% active | purified Giardia FBPA | A8B2U2 | Potency, µM (titrated, usually from 59.6 µM), for the others: at the top dose activity, negative = inhibition, actives largely listed as inhibitors; further: potency means the concentration at half of the fitted maximal effect; nearly all actives have a fitted effect of over 55% in size
# Target sequence (A8B2U2 whole entry, looked up): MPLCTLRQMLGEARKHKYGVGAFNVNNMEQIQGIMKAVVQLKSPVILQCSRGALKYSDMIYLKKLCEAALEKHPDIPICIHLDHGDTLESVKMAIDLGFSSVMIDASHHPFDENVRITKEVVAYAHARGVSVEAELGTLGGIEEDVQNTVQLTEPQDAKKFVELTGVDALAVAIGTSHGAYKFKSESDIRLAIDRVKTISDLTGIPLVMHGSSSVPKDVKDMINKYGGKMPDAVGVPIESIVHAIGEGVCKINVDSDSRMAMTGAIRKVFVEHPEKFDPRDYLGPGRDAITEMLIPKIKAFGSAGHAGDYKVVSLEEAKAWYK
#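 Giardia FBPA (40 nM reagent) was preincubated 10 min at RT with compound (up to 57.5 uM final), then substrate plus GAPDH/TPI/NAD/arsenate coupling system with diaphorase/resazurin was added; resorufin fluorescence (525/598 nm) was read after 20 min.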
# Sm TGR block: S. mansoni TGR enzyme inhibition; purified TGR, DTNB reduction, TNB absorbance 405 nm; Potency, µM (top dose mostly 114 µM), for inactives: at the top dose activity change, negative = inhibition, hits mostly inhibitors; 360,000 tested, 3% active; AID 485364; further: potency means the concentration at half of the fitted maximal effect; nearly all actives have a fitted effect of over 60% in size
#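 First, TGR (20 nM dispensed) and NADPH were mixed with compound. Second, a 15 min room-temperature incubation followed. Third, further NADPH and then DTNB were added to start the reaction. Finally, TNB absorbance was monitored kinetically.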
# HCMV antiviral: inhibitors of human cytomegalovirus; HFF cells, HCMV-luciferase reporter, 72 h; hits give low values; activity change, negative = inhibition, % at 57.5 µM; 410,000 tested, 4.5% active; AID 1259415; in the data active means activity change below about -60%; inconclusive means no clear call, values can overlap the other calls; inactive means above about -39%
#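 Two-dose cell screen: HFF monolayers treated with compounds and infected with luciferase-expressing HCMV at 1 PFU/cell, 72 h at 37C, then lysed for luciferase measurement.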
# AMA1 RON2 block: disrupts binding of P. falciparum AMA1 to RON2; Potency, µM (highest dose often 58.2 µM), without a hit: at the top dose activity change, negative = inhibition, hits mostly inhibitors; AlphaScreen AMA1-biotinylated RON2 peptide binding; 360,000 tested, 0.2% active;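 further: potency means the concentration at half of the fitted maximal effect; 0% = vehicle wells and -100% = peptide control; nearly all actives have a fitted effect of over 45% in size; some results filed as inactive show a strong effect at the top dose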
#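 AMA1 (3D7) with his tag at 25 nM final met compounds first, then biotinylated RON2 peptide at 25 nM; detection used donor plus acceptor beads, 10 µg/mL apiece, read by AlphaScreen after 30 min at room temperature.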
# Numbers without * were called inactive; ? = inconclusive; . = not tested or not shown; & = joins results of further samples; [ ] = dose if it differs, or a comment. Unless noted, the call rests on the fitted dose curve; in most records, active means well fitted curve in the direction sought with a large enough effect; inconclusive means small, poorly fitted or top-dose-only effect, or another doubt; inactive means no such curve, though single readings can be large; an effect the other way counts as inactive or inconclusive. Unless noted, on the % scale 0 is the no-effect control and ±100 the full control effect.
No.	SMILES	Sm TGR block	HCV inhibitor	AmpC inh detg
1	CCOC(=O)Cc1csc(NC(=O)c2cc(C)cc(C)c2)n1	.	-14%	-2%
2	OCCC1CN(Cc2ccccc2-c2ccco2)CCN1Cc1ccsc1 (stereo unspecified)	?	3%	-1%
3	O=C(COC(=O)c1cnc(Cl)c(Cl)c1)Nc1cccc(S(=O)(=O)N2CCOCC2)c1	.	-4%	.
4	COc1ccc(CCNC(=O)CCc2cn(Cc3ccc(F)cc3)c3ccccc23)cc1OC	-14%	.	0%
5	CC(=O)Nc1ccc(C(=O)OCC(=O)N(c2ccccc2)C2CCS(=O)(=O)C2)cc1 (stereo unspecified)	-7%	22%	-7%
6	COc1ccc(/C=C/C(=O)c2cc(F)ccc2OC(=O)c2ccccc2OC)cc1OC	-5%	?	?
7	CC(C)c1cc(C(=O)Nc2ccc3c(c2)OCO3)no1	3%	7%	?
8	CCOC(=O)N1CCN(Cc2ccc(O)c3ncccc23)CC1	0.28µM*	4.5µM*	3%
9	COc1ccc(-c2ccc3c(c2)C2CC3CCN2Cc2ccc(OC(F)(F)F)cc2)cc1 (stereo unspecified)	.	5%[8.37 µM]	.
10	COc1cccc(C2c3cc4c(cc3OC(NNC(N)=O)C2C)OCO4)c1O (stereo unspecified)	.	-4%	.

No.	HCMV antiviral	FBPA Giardia inh	AMA1 RON2 block
1	-5	-8%	11%
2	-9	-14%	-5%
3	13	.	3%
4	-20	.	.
5	1	.	-1%
6	-97*	12%	-26%
7	108	-7%	7%
8	-31	-9%	-82%
9	-27	.	-25%
10	-73*	.	1%

# Next section
No.	SMILES	Sm TGR block	HCV inhibitor	AmpC inh detg
11	CC(=O)N1CCCc2cc(S(=O)(=O)N3CCN(C4CCCCC4)CC3)ccc21	-14%	9%	0%
12	COc1ccccc1Nc1cc(C)nc2c(C)ccc([N+](=O)[O-])c12	-9%	?	?
13	Cc1nc2nc(NC(=O)c3ccc(C(C)(C)C)cc3)[nH]n2c(=O)c1Cl	-2%	.	22%
14	COCCn1c(SCC(=O)NC2CCCCC2)nnc1-c1ccncc1	-18%	1%	-6%
15	COc1ccc(CCn2c(=O)[nH]c3cc(C(=O)N4CCN(c5ccccn5)CC4)ccc3c2=O)cc1OC	-3%	-13%	-13%
16	CCN(CC)CCNC(=O)c1ccc(NC(=O)c2ccc(F)cc2)cc1	-20%	-16%	-6%
17	Cc1ccc2c(c1)/C(=N/N1C(=O)c3ccccc3C1=O)C(=O)N2	-1%	4%	?
18	COc1ccc(-c2cc(C(=O)OC(C)C(=O)Nc3c(C)n(C)n(-c4ccccc4)c3=O)c3ccccc3n2)cc1 (stereo unspecified)	6%	-7%	3%
19	COCCCNC(=O)c1sc2nc(C)c(C(=O)Nc3ccc(C)cc3C)c(-c3ccc(Cl)cc3)c2c1N	-5%	.	-5%
20	COc1cc2ccccc2cc1C(=O)N1CCN(c2ccccn2)CC1	-4%	-2%	4%

No.	HCMV antiviral	FBPA Giardia inh	AMA1 RON2 block
11	-8	9%	-12%
12	-67*	7%	3.2µM*
13	43	.	.
14	-11	4%	28%
15	41	1%	15%
16	18	1%	3%
17	9	1%	6%
18	-15	-4%	8%
19	16	.	.
20	-63*	6%	-1%

# Further compounds:
No.	SMILES	Sm TGR block	HCV inhibitor	AmpC inh detg
21	COc1ccc(-c2cc(C(F)(F)F)nc(S(C)(=O)=O)n2)cc1OC	32µM*	10µM*	-6%
22	COc1cc(CN2CCNC(=O)C2CC(=O)N(C)Cc2ncc[nH]2)cc(OC)c1 (stereo unspecified)	10%	14%	-3%
23	O=C(CN1CCN(c2cccc(Cl)c2)CC1)Nc1nccs1	8%	4%	5%
24	CC(=O)N1c2ccc(S(=O)(=O)N3CCC(C(=O)Nc4cccc(Cl)c4)CC3)cc2CC1C (stereo unspecified)	9%	?	-1%
25	Cc1cc(NC(=O)C2CCCCC2C(=O)O)no1 (stereo unspecified)	-8%	9%	-7%
26	Cc1ccc(C(=O)N/N=C\c2cccc(OC(=O)c3cccc(F)c3)c2)cn1	-1%	26%	-4%
27	Cc1cc(N2CCOCC2)ccc1/C=C1\C(=O)NC(=O)N(c2ccccc2)C1=O	?	20%	-8%
28	O=c1[nH]c(/C=C\c2cccs2)nc(O)c1[N+](=O)[O-]	-5%	9%	-12%
29	CC1CN(C(=O)c2ccccc2Sc2ccccc2C#N)CC(C)O1 (stereo unspecified)	-5%	16%	3%
30	Cc1cc(Cl)c(S(=O)(=O)Nc2ccc(Cl)cn2)cc1OCC(N)=O	-5%	-6%	-7%

No.	HCMV antiviral	FBPA Giardia inh	AMA1 RON2 block
21	-98*	-1%	3%
22	-9	4%	7%
23	-17	-8%	23%
24	-88*	-6%	0%
25	30	1%	-5%
26	-10	-11%	-5%
27	-8	-13%	0%
28	-32	2%	14%
29	53	0%	18%
30	-24	-6%	0%

# Continued:
No.	SMILES	Sm TGR block	HCV inhibitor	AmpC inh detg
31	CCc1ccc(C(=O)/C=C/Nc2ccc(S(=O)(=O)Nc3cnc4ccccc4n3)cc2)cc1	-8%	27%&20%	0%
32	COc1cc(OC)cc(-c2c(-c3cccs3)c3cc(-c4ccc(SC)cc4)ccc3n2C)c1	-11%	0%	8%
33	CCCS(=O)(=O)Nc1ccc(-c2ccc3nnc(C)n3n2)cc1	14%	.	-2%
34	N#Cc1ccc(NC(=O)CCNC(=O)c2ccco2)cc1Cl	-13%	-4%	-11%
35	CC1CC(C)(C)N(C(=O)CN2C(=O)CCC2=O)c2ccccc21 (stereo unspecified)	4%	22%	-1%
36	COc1nc(Nc2nc3ccccc3c(=O)[nH]2)nc2ccc(C)cc12	-2%	3.2µM*	2%
37	COc1ccc(N2CCN(c3ccc(C(N)=O)cc3[N+](=O)[O-])CC2)cc1	-7%	2%	1%
38	Cc1cc(C)c(C#N)c(SCC(=O)N2CCN(Cc3ccccc3)CC2)n1	-9%	?	-5%
39	COc1ccc(CN2CCN(C(=O)c3ccc4nc(N5CCOCC5)sc4c3)CC2)c(OC)c1OC	-11%	6%	-1%
40	CC12C=CC(=O)C=C1CCC1C3CCC(O)(C(=O)CO)C3(C)CC(O)C12F (stereo unspecified)	.	32%[activator]	.

No.	HCMV antiviral	FBPA Giardia inh	AMA1 RON2 block
31	20&-39	-1%	-8%&-1%
32	-3	.	0%
33	.	1%	.
34	-8	-4%	-17%
35	?	-1%	-4%
36	-100*	-1%	12%
37	-38	0%	0%
38	92	5%	-5%
39	-17	0%	-5%
40	42	.	20%

# Further structures.
No.	SMILES	Sm TGR block	HCV inhibitor	AmpC inh detg
41	COc1ccc(CN(C)Cc2nc(Cc3ccccc3Cl)no2)cc1OC	-5%	?	6%
42	CCc1cc2c3c(c(=O)oc2cc1OC)CCCC3	2%	?	-13%
43	O=C(CSc1nnc(-c2ccc(O)cc2)o1)NNC(=O)c1ccncc1	-9%	17%	1%
44	O=C(CCCSc1nc2ccccc2[nH]1)NCc1ccc(Cl)cc1	-8%	?	1%
45	CCOc1ccc(NC(=O)[C@H](Cc2ccccc2)NC(=O)C2CCNCC2)cc1	-10%	8%	2%
46	COc1ccc(CN(C)C(=O)COC(=O)c2ccc(-c3ccccc3)cc2)c(OC)c1OC	0%	-22%	0%
47	CCOc1ccc(CCNC(=O)Cn2c(-c3cccs3)cc3ccccc32)cc1OCC	3%	.	0%
48	CCOc1ccccc1NS(=O)(=O)c1ccc2oc(=O)c3ncn(C)c3c2c1	-10%	.	27%
49	COc1cc(O)c(C(CCN2CCOCC2)c2ccc(N(C)C)cc2)c(OC)c1 (stereo unspecified)	?	-9%[8.37 µM]	7%
50	CCOC(=O)C1CCN(c2c(Nc3cc(C)cc(C)c3)c(=O)c2=O)CC1	19%	-5%	-6%

No.	HCMV antiviral	FBPA Giardia inh	AMA1 RON2 block
41	-14	-1%	-8%
42	16	6%	-13%
43	-17	.	89%[activator]
44	?	12%	0%
45	?	.	3%
46	-17	.	-1%
47	-4	.	.
48	21	.	.
49	1	-19%&-18%	20µM*
50	-2	-8%	-1%

# (further entries)
No.	SMILES	Sm TGR block	HCV inhibitor	AmpC inh detg
51	CC(/C=N/NC(=O)c1cc(-c2ccc3ccccc3c2)n[nH]1)=C\c1ccco1	-18%	?	-10%
52	COc1ccc2[nH]c(=O)c(CN(Cc3ccco3)Cc3nnnn3Cc3ccccc3)cc2c1	35µM*	-8%	?
53	COc1ccc(OC)c(C2CC(=O)N(c3cccc(C)c3)C3=C2C(=O)OC3)c1 (stereo unspecified)	-9%	.	-6%
54	Cc1cccc(NC(=O)CCc2c(C)nn(-c3ccc(N4CCOCC4)nn3)c2C)c1	-20%	-3%	-11%
55	CCOP(=S)(OCC)Oc1cc(C)oc(=O)c1Cl	5%	8%	?
56	COc1ccc(C(C(=O)NC2CCCCC2)N(C(=O)c2csnn2)C2CC2)cc1 (stereo unspecified)	5%	5%	-28%
57	Cc1ccc(-n2nc3c(SCCN4CCOCC4)nnc(C)c3c2C)cc1	-5%	?	-6%
58	O=C(COC(=O)/C(=C/c1cccs1)c1cccs1)NCc1ccccc1Cl	-2%	?	-1%
59	COc1ccc(-n2c(N)cc(=O)nc2SCC(=O)N2CCN(c3ccccc3)CC2)cc1	3%	1%	-2%
60	COc1ccc(Br)cc1/C=C/C(=O)NC(=S)Nc1ccc(CN2CCOCC2)cc1	-14%	11%	-11%

No.	HCMV antiviral	FBPA Giardia inh	AMA1 RON2 block
51	10	-15%	12%
52	-31	-24%	8%
53	-3	.	.
54	28	11%	-5%
55	5	?	-13%
56	9	4%	5%
57	?	-6%	-10%
58	-27	-1%	-8%
59	-28	-5%	-21%
60	-29	-13%	-3%

# Going on with the list:
No.	SMILES	Sm TGR block	HCV inhibitor	AmpC inh detg
61	COCc1ccc(O)c2ncccc12	-33%	5.6µM*	1%
62	C/C=C/C(=O)OCC(=O)Nc1c(Cl)cccc1Cl	-1%	1%	-2%
63	COc1cc(/C=C2\SC(N)=NC2=O)cc(OC)c1	-10%	7%	?
64	COCCCNC(=O)c1c(N)n(/N=C/c2cccs2)c2nc3ccccc3nc12	5%	-28%	?

No.	HCMV antiviral	FBPA Giardia inh	AMA1 RON2 block
61	-94*	12%	25µM*
62	-29	0%	1%
63	-18	-9%	-10%
64	-16	4%	36%[activator]
